From PubChem BioAssay
L3MBTL1 block = qHTS Assay for the Inhibitors of L3MBTL1; AID 485360, 2010; AlphaScreen L3MBTL1–H3K9me1 peptide binding; Lethal(3)malignant brain tumor-like protein 1 (Homo sapiens), Q9Y468; actives 0.66% (n = 230,000); Potency, µM (titrated, usually from 57.1 µM), inactives show at the top dose activity, negative = inhibition, most hits filed as inhibitors; further: nearly all actives have a fitted effect of over 60% in size
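Displacement of a biotinylated histone H3(1-15) peptide monomethylated at Lys9 (75 nM) from L3MBTL1 (50 nM) was measured by AlphaScreen after a 30 min room-temperature compound incubation; cefsulodin titration served as intraplate control.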
Tau ThT inhib = qHTS for Inhibitors of Tau Fibril Formation, Thioflavin T Binding; Microtubule-associated protein tau (Homo sapiens), P10636; recombinant tau K18 P301L, heparin-induced fibrillization, ThT fluorescence; Potency, µM (series often up to 57.4 µM), inactives show top-dose activity, negative = inhibition, hits mostly inhibitors; actives 2.1% (n = 270,000); further: nearly all actives have a fitted effect of over 55% in size
Target sequence (P10636 561-689 P618L limits assumed): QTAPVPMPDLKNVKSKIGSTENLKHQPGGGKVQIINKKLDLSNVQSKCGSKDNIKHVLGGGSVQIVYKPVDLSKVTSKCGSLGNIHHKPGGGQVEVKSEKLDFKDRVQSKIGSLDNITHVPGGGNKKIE
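In this qHTS, human K18 P301L tau is incubated with compound and heparin for 6 hr at 37 C, and Thioflavin T fluorescence then reports fibril load.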
Tau fluor counter = Counterscreen qHTS for Inhibitors of Tau Fibril Formation, Fluorescence Polarization. Potency, µM (series often up to 57.7 µM), for the others: at the top dose activity change, negative = decrease. actives 0.93% (n = 280,000). AID 1463, 2008. tau K18 P301L Alexa594 fluorescence, heparin fibrillization; further: nearly all actives have a fitted effect of over 55% in size
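Human tau K18 P301L (15 uM unlabeled, 0.24 uM Alexa 594-labeled) in 100 mM sodium acetate pH 7 with 20 uM heparin, 6 hr at 37 C. ThT 30 uM added, 1 hr ambient; Alexa 594 FP and total fluorescence read at 555/632 nm.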
ALDH1A1 inh = qHTS Assay for Inhibitors of Aldehyde Dehydrogenase 1 (ALDH1A1); Aldehyde dehydrogenase 1A1 (Homo sapiens), P00352; Purified ALDH1A1, NADH fluorescence, propionaldehyde substrate; Potency, µM (highest dose often 75.3 µM), inactives show at the top dose activity, negative = inhibition, actives largely listed as inhibitors; actives 7.3% (n = 220,000); AID 1030, 2008; active means well fitted inhibition curve with a large enough effect, not every such curve was filed as active; inconclusive means small, poorly fitted or top-dose-only effect, or another doubt; inactive means no such curve, though single readings can be large or run the other way;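 further: plate controls were no enzyme wells and a reference inhibitor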
Target sequence (P00352 whole entry, looked up): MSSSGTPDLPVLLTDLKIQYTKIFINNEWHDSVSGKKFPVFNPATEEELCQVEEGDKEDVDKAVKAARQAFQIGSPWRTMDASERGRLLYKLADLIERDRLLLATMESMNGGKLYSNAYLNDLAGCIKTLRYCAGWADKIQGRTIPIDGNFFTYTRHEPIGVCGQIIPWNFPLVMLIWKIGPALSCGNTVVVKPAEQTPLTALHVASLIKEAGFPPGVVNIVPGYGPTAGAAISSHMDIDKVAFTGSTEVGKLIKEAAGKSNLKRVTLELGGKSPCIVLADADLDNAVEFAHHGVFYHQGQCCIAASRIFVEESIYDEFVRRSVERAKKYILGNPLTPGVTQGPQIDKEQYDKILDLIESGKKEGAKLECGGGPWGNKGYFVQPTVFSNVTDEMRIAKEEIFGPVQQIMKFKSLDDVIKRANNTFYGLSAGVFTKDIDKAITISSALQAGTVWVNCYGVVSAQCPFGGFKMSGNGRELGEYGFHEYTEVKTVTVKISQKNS
TexasRed fluor = Total Fluorescence Counterscreen for Inhibitors of the Interaction of Thyroid Hormone Receptor and Steroid Receptor Coregulator 2; actives 0.29% (n = 280,000); TRb/SRC2 Texas Red total fluorescence interference; AID 1479, 2009; Potency, µM (series often up to 106 µM), for the others: top-dose fluorescence change, negative = quenching; active means well fitted curve in either direction with a large enough effect; inconclusive means small, poorly fitted or top-dose-only effect
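Flags fluorescent or light-absorbing compounds by total fluorescence, S + 2P, at 555 nm excitation and 632 nm emission. Mixture: 20 nM Texas Red SRC2 peptide, 0.6 uM human TRb LBD, 1 uM T3, 5% DMSO; compound exposure 5 h at ambient temperature.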
Tau fibril FP = qHTS for Inhibitors of Tau Fibril Formation, Fluorescence Polarization; Microtubule-associated protein tau (Homo sapiens), P10636; K18 P301L tau heparin fibrillization, Alexa594 FP, 6 h; Potency, µM (titrated, usually from 57.7 µM), inactives show top-dose activity, negative = inhibition, hits mostly inhibitors; actives 0.39% (n = 280,000); AID 1468, 2008; further: nearly all actives have a fitted effect of over 55% in size
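Human K18 P301L fragment (15 uM unlabeled plus 0.24 uM Alexa 594-labeled) in 100 mM sodium acetate pH 7 with compound, aggregation induced by 20 uM heparin for 6 hr at 37 C. ThT (30 uM) added for 1 hr, then Alexa 594 FP read.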
TRb SRC2 PPI = qHTS for Inhibitors of the Interaction of Thyroid Hormone Receptor and Steroid Receptor Coregulator 2; Thyroid hormone receptor beta (Homo sapiens), P10828; TRbeta-SRC2 peptide binding, fluorescence polarization; receptor liganded with 1 µM T3; Potency, µM (series often up to 106 µM), without a hit: top-dose activity change, negative = inhibition, usual class: inhibitors; actives 0.065% (n = 280,000); AID 1469, 2008;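 further: plate controls were bound peptide for no effect and peptide without receptor for full effect; nearly all actives have a fitted effect of over 50% in size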
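TRb LBD 0.6 uM + Texas Red SRC2 peptide 20 nM, 1 uM T3, Tris buffer w/ 5% DMSO; compound pinned, 5 h RT; FP read ex 555/em 632; normalized to unbound and bound controls.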
GLA spleen mod = qHTS Assay for Inhibitors and Activators of Human alpha-Galactosidase From Spleen Homogenate; human spleen homogenate, 4MU-alpha-Gal fluorescence, 40 min; actives 0.008% (n = 240,000); Alpha-galactosidase A (Homo sapiens), P06280; Potency, µM (series often up to 80 µM), for the others: at the top dose activity change, negative = inhibition, usual class: inhibitors;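 further: 0% = enzyme with vehicle and -100% = no enzyme basal signal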
Target sequence (P06280 32-429 limits assumed): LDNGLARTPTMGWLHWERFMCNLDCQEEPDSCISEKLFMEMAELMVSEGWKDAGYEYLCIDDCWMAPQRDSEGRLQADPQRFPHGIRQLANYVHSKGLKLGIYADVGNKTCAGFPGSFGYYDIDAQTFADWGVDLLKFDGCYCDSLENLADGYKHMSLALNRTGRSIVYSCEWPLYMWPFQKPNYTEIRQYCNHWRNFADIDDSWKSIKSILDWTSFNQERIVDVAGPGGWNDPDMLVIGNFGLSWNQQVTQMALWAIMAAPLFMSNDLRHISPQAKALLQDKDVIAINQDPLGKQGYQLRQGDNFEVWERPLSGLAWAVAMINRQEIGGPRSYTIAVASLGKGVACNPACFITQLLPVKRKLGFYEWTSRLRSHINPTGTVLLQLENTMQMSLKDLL
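Human spleen homogenate (1 ug) was the enzyme source, with 4-methylumbelliferyl-alpha-D-galactopyranoside (1 mM final) in pH 5.0 citrate buffer with 0.01% Tween-20. Compounds were titrated; after 40 min at 37C, NaOH/glycine stop, 4-MU fluorescence read; AC50 from Hill fits.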
* hit, by the source's call; ? = inconclusive; . = not tested or not shown; [ ] = dose if it differs, or a comment. Unless noted, the call rests on the fitted dose curve; in most records, active means well fitted curve in the direction sought with a large enough effect; inconclusive means small, poorly fitted or top-dose-only effect, or another doubt; inactive means no such curve, though single readings can be large; an effect the other way counts as inactive or inconclusive. Unless noted, on the % scale 0 is the no-effect control and ±100 the full control effect; potency means the concentration at half of the fitted maximal effect. This is a random part of the collection, and some 8.5% of all compounds hit somewhere here.

SMILES | L3MBTL1 block | Tau ThT inhib | Tau fluor counter | ALDH1A1 inh | TexasRed fluor | Tau fibril FP | TRb SRC2 PPI | GLA spleen mod
CCCCC(Sc1nc(N)c(NC(=O)c2ccc(OC)cc2)c(=O)[nH]1)C(=O)O (centres undefined) | . | 0% | 2% | 8% | -6% | 4% | 6% | 5%
Clc1ccc(-c2noc(CSc3nnc(-c4ccncc4)n3-c3ccccc3)n2)cc1 | . | -25% | -15% | -3% | -1% | -9% | 0% | -10%
O=C(NCc1nc2ccccc2[nH]1)C1=C[C@H](c2coc3ccccc3c2=O)C[C@H](OCc2ccc(CO)cc2)O1 | . | 1% | -16% | . | -1% | -1% | 4% | 6%
O=C1CCCN1CCCNC(=S)Nc1ccc(Br)cc1Cl | 1% | -5% | -1% | -7% | 1% | -2% | 0% | -1%
CNC(=O)CCSc1ccc(C)cc1 | -6% | 6% | 10% | 13% | -1% | 8% | -9% | 5%
CCOc1ccc(CNC(=O)Cn2c(=O)c3cccn3c3cccnc32)cc1 | . | -1% | -5% | . | 1% | -5% | 4% | .
NS(=O)(=O)c1cccc(NC(=S)NCc2ccccc2)c1 | -3% | -12% | -6% | ? | 3% | -5% | -2% | -5%
COc1ccc2nc3sc(C(=O)Nc4ccccc4F)cc3cc2c1 | . | ? | -10% | . | 0% | ? | -6% | .
CCOc1ccc(-c2cnc(NCc3ccc(C(F)(F)F)cc3)n2C)cc1 | . | ? | ? | . | 5% | 10% | 1% | .
O=C(CSc1nnc(-c2c[nH]c3ccccc23)n1CC1CCCO1)Nc1ccc2c(c1)OCCO2 (centres undefined) | . | -9% | -10% | ? | 0% | 1% | -14% | -1%
COC(=O)c1ccc(-c2noc(CN(C)Cc3ccncc3C)n2)cc1 | 6% | ? | -15% | ? | 0%[53 µM] | -6% | -10%[53 µM] | -5%
CC1=CC(=O)C(C(C)C)=C/C1=N/OS(=O)(=O)c1ccccc1 | -29% | 14µM* | ? | . | -4% | ? | 3% | 10%
CN(C)CCCN(C(=O)c1ccc2c(c1)CCCC2)c1nc2c(F)cccc2s1 | ? | 10% | 10% | -4% | 4% | 3% | 3% | -1%
CN(CCC#N)Cc1cc(=O)oc2ccc3ccccc3c12 | 11% | 1% | -2% | . | -3% | 1% | -1% | 7%
CCOc1ccc(C2C(=O)N(C3CCCCCC3)CC(=O)N2CCc2ccccc2)cc1OC (centres undefined) | . | -4% | -13% | . | -3% | 5% | -1% | .
Cc1cc(NC(=O)c2ccc(F)cc2F)n(-c2nc3ccccc3[nH]2)n1 | ? | -3% | -15% | 0% | -1% | -7% | 8% | -4%
N#Cc1nc(COc2ccc(Cl)cc2)oc1NCc1ccc2c(c1)OCO2 | . | -18% | ? | -5% | 1% | -18% | 1% | 7%
COc1ccc(Nc2nc(N)nc(CN3CCN(c4ccc(F)cc4)CC3)n2)cc1 | ? | ? | -25% | ? | -2%[53 µM] | 6% | -12%[53 µM] | -2%
COC(=O)c1ccccc1NC1OC(=O)c2ccccc21 (centres undefined) | 1% | -5% | -4% | ? | 1% | 2% | 8% | 4%
COC(=O)c1ccccc1NC(=O)CCCn1c(C)c2cnn(-c3ccccc3)c(=O)c2c1C | . | 4% | -6% | . | -2% | -11% | -7% | .

Exported with each value named: entries from further up.
CN(CCC#N)Cc1cc(=O)oc2ccc3ccccc3c12
- L3MBTL1 block: 11%
- Tau ThT inhib: 1%
- Tau fluor counter: -2%
- ALDH1A1 inh: .
- TexasRed fluor: -3%
- Tau fibril FP: 1%
- TRb SRC2 PPI: -1%
- GLA spleen mod: 7%

COC(=O)c1ccccc1NC(=O)CCCn1c(C)c2cnn(-c3ccccc3)c(=O)c2c1C
- L3MBTL1 block: .
- Tau ThT inhib: 4%
- Tau fluor counter: -6%
- ALDH1A1 inh: .
- TexasRed fluor: -2%
- Tau fibril FP: -11%
- TRb SRC2 PPI: -7%
- GLA spleen mod: .

New compounds follow
SMILES | L3MBTL1 block | Tau ThT inhib | Tau fluor counter | ALDH1A1 inh | TexasRed fluor | Tau fibril FP | TRb SRC2 PPI | GLA spleen mod
CN(C)/C=C1\C(=O)ON=C1c1ccccc1 | 11% | -2% | 3% | -5% | -1% | 3% | 1% | -2%
Cc1onc(-c2ccc(Cl)cc2)c1-c1ccnn1S(=O)(=O)c1ccc(Cl)cc1 | 6% | -1% | -21% | . | -5% | -3% | 5% | 0%
CC(C)n1c(=S)[nH]c2scc(-c3cccs3)c2c1=O | -1% | ? | ? | 13µM* | ? | -15% | 6% | 0%
Cc1cc(OCC(=O)Nc2ccncc2)c(C)cc1Br | . | ? | ? | 4% | -1% | ? | -17% | 7%
Cc1ccc(CCNC(=O)c2c3c(nc4ccccc24)C(=O)N(C2CCCCC2)C3)cc1 | . | -7% | 9% | . | -2% | 7% | -6% | .
Nc1ccc(S(=O)(=O)O)cc1 | . | . | . | 32µM* | -3%[201 µM] | . | 6%[201 µM] | 7%
Cc1ccc(CC2CC(=O)N(c3ncccn3)C2=O)cc1 (centres undefined) | 3% | -4% | -6% | . | -1% | 5% | 4% | -12%
Cc1nc2c(C(=O)NCc3ccc4c(c3)OCO4)c[nH]n2c(=O)c1Cc1ccccc1F | -4% | -22% | -14% | 16% | -3% | 4% | -1% | 5%
Oc1ccc(-c2nc3ccccn3c2NCc2ccco2)cc1 | -5% | -18% | -16% | ? | 1% | 5% | -3% | 3%
Fc1ccc(-c2csc(-c3ccc(C4SCCS4)cc3)n2)cc1F | 11% | -15% | -19% | -10% | -1% | -13% | -8% | -14%
Cc1c(Cl)cccc1NC(=O)CSc1nc(=O)[nH]c2c1CCC2 | . | -6% | -1% | . | -1% | -7% | 2% | .
Cc1ccc(NS(=O)(=O)c2cccc(C(=O)NNC(=O)NC3CCCCC3)c2)c(C)c1 | -10% | 9% | 12% | 1% | -3% | 5% | 5% | -12%
COc1cc2c(=O)c(C(=O)c3ccc(C)c(C)c3)cn(Cc3ccccc3)c2cc1OC | . | -12% | -2% | . | 0% | 7% | 4% | .
Cc1ccc(CS(=O)(=O)c2ncn[nH]2)cc1 | 7% | 7% | 5% | 13% | 0% | 6% | -1% | 5%
CCOC(=O)c1cnc(SC)nc1Oc1cccc(NS(=O)(=O)c2ccc(Cl)cc2)c1 | 5% | 2% | -14% | 0% | -6% | -11% | 0% | -2%
CC(C)(C)NC(=O)c1cccc(NC(=O)Cc2cccs2)c1 | 7% | -15% | -18% | 1% | 0% | -2% | -4% | 1%
CCOC(=O)C1CCCN(C(=O)c2cc3c(=O)n(C)c4ccccc4c3n2C)C1 (centres undefined) | . | -3% | -4% | -1% | 3% | 5% | 6% | 3%
CC(C)c1ccc(/C=N/NC(=O)CC(=O)NCc2ccccc2)cc1 | 14% | 0% | 1% | 4% | -1% | 1% | 8% | -5%
Cc1cccc(S(=O)(=O)c2cn(Cc3ccc(F)cc3)c3cc(N4CCCCC4)c(F)cc3c2=O)c1 | . | 10% | 5% | . | 0% | -7% | -2% | .
CC(CC(=O)NC1CCSC1=O)c1ccccc1 (centres undefined) | -11% | 4% | 4% | 0% | 4% | 3% | -3% | -6%
O=C(c1cccc(F)c1)N1CCc2ccccc2C1 | -5% | -12% | -5% | 14µM* | -1% | -10% | -6% | 0%
Cc1cc(=O)n2nc(N3CCC(C(=O)NC4CCCc5ccccc54)CC3)sc2n1 (centres undefined) | 5% | ? | -3% | -1% | 4% | -1% | 4% | -3%
Cc1ccc(NC(=O)CCS(=O)(=O)c2ccc(Br)cc2)c(C)c1 | . | 8% | 0% | . | -2% | -6% | -4% | .
CCNc1nc2cccnc2s1 | 3% | 7% | 6% | . | 4% | 6% | 10% | 9%
CCN(CC)CCCC(C)n1c(-c2ccccc2)nc2c(NCc3ccccc3)nc(C)nc21 (centres undefined) | . | -11% | -11% | ? | -1% | -2% | -4% | -6%
CCc1ccccc1N1C(=O)c2cccc3c(N4CCOCC4)c([N+](=O)[O-])cc(c23)C1=O | -26% | ? | -26% | ? | 0% | 9% | 1% | 1%
CCN(CC)C(=O)c1sc2c(c1C)c(=O)n(-c1ccc(C)c(C)c1)c(=O)n2Cc1cc(=O)n2ccccc2n1 | . | 2% | -5% | . | 3% | -6% | 2% | .
COc1ccc(NS(=O)(=O)c2ccc3oc4ccccc4c3c2)cn1 | . | 9% | ? | 8.9µM* | -1% | -5% | 6% | 4%
Cn1c(C(=O)OCC(=O)NCC2CCCO2)cc2sccc21 (centres undefined) | -2% | 3% | 10% | -23% | -2% | -2% | -15% | 6%
CC(C)CN(C(=O)COC(=O)CNC(=O)c1ccccc1F)C1CCS(=O)(=O)C1 (centres undefined) | . | -2% | -1% | 11% | -2% | -4% | -3% | -1%
O=C(N=Nc1c(O)n(Cc2ccccc2)c2ccccc12)c1cc2ccccc2cc1O | -6% | 13µM* | -23% | 18% | -9% | ? | -6% | 2%
Cc1ccsc1/C=N/NC(=O)Cn1cnc2ccccc21 | 4% | 0% | -12% | ? | 1% | 3% | 17% | -3%
CCc1ccc(C(C)NC(=O)C2(C)CC2(Br)Br)cc1 (centres undefined) | . | -9% | -10% | 10% | 1% | -5% | 0% | 3%
COc1ccc(CSc2nnc3[nH]c(=O)cc(N)n23)cc1 | 5% | 5% | 7% | -3% | 1% | 8% | 6% | -11%

Some entries already given, showing only Tau ThT inhib:
| SMILES | Tau ThT inhib |
| --- | --- |
| CCNc1nc2cccnc2s1 | 7% |
| CCN(CC)CCCC(C)n1c(-c2ccccc2)nc2c(NCc3ccccc3)nc(C)nc21 (centres undefined) | -11% |
| CCc1ccccc1N1C(=O)c2cccc3c(N4CCOCC4)c([N+](=O)[O-])cc(c23)C1=O | ? |
| CCN(CC)C(=O)c1sc2c(c1C)c(=O)n(-c1ccc(C)c(C)c1)c(=O)n2Cc1cc(=O)n2ccccc2n1 | 2% |
